High-throughput results: PubChem BioAssay, The Scripps Research Institute Molecular Screening Center
MITF primary – human MITF inhibition, primary screen; O75030; actives 0.91% (n = 650,000); AlphaScreen MITF homodimerization, bead proximity signal; inhibition, % at 2.6 µM; in the data active = inhibition above about 50%;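 note: 0% = vehicle wells with protein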
Target sequence (O75030 whole entry, looked up): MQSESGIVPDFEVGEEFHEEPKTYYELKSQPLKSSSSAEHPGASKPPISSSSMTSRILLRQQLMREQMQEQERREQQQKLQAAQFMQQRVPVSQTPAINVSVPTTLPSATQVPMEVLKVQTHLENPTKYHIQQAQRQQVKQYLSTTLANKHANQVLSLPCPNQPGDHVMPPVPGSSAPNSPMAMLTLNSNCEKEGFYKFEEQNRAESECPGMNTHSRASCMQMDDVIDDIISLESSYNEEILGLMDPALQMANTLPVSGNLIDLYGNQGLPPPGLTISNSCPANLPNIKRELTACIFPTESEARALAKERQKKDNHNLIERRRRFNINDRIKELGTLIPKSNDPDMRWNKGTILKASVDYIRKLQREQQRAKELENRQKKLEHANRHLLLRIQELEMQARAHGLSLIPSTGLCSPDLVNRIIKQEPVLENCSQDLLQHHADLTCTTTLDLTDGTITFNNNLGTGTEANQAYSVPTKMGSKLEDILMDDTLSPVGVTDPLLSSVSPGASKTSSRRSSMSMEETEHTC
FBW7 act – activators of human E3 ligase FBW7. Q969H0. AlphaScreen FBW7–phospho-cyclin E peptide binding, activator screen. normalized activity (activation), % at 26.1 µM. actives 0.13% (n = 650,000). AID 1259310; in the data active = normalized activity above about 1.9%;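 note: purified mutant Fbw7 with reduced substrate affinity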
TEAD-YAP inh – TEAD-YAP interaction inhibition | HEK-TIYL cells, TEAD-Gal4/YAP UAS-luciferase luminescence | actives 1.4% (n = 640,000) | inhibition, % at 9.12 µM | AID 1259422; in the data active = inhibition above about 32%;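 note: 0% = median of test compound wells and 100% = reference inhibitor wells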
GPR151 activ – activators of human GPR151; PathHunter beta-arrestin GPR151 cells, luminescence; activation, % at 11.2 µM; actives 1% (n = 650,000); AID 1508602; in the data active = activation above about 4.9%;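 note: 0% = median of compound wells and 100% = cells with positive control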
Target sequence (Q8TDV0 whole entry, looked up): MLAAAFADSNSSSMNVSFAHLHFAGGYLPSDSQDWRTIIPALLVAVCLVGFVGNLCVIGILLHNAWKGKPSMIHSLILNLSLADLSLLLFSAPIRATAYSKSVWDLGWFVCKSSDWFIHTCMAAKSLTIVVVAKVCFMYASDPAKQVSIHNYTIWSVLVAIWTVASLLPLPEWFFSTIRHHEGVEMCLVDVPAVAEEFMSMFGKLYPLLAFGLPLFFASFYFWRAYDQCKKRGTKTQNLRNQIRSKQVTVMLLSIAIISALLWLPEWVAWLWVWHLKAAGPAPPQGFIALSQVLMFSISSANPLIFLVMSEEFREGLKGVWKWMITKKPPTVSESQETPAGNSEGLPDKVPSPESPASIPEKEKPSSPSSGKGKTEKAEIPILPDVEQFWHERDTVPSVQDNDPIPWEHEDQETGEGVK
* = called active by the depositor; . = not tested or not shown; & = joins results of further samples; ! = not confirmed by another sample.

SMILES | MITF primary | FBW7 act | TEAD-YAP inh | GPR151 activ
COc1ccc(-n2c(SCc3ccc(Cl)c(Cl)c3)nc3sc4c(c3c2=O)CCC(C(C)(C)C)C4)cc1 (centres undefined) | -11 | 0.0 | -2 | -1.6
COc1ccc(O)c(C(=O)c2coc(=N)c(C(=O)Nc3ccc(F)c(Cl)c3)c2)c1 | 5 | -0.1 | -6 | 1.2
COc1cc(-c2noc(CCC(=O)NC(C)(C)C)n2)cc(OC)c1OC | 8 | 0.1 | 6 | 2.1
O=C(COc1ccc(-c2ccccc2)cc1)NCCc1nc2ccccc2[nH]1 | -3 | 0.0 | 7 | 0.0
COc1cccc(C2C(C#N)=C(N)Oc3c2ccc2ccccc32)c1OC (centres undefined) | -31 | 0.8 | 3 | 0.5
CCOc1ccccc1/C=N/NC(=O)c1cc(C2CC2)[nH]n1 | -2 | 0.0 | -20 | -1.2
COc1ccc(-n2c(SCC(=O)Nc3nccs3)nnc2-c2cccnc2)cc1 | 4 | 0.0 | -5 | -0.8
CCCNc1cc(C)nc(N2CCCC(C(=O)N(CC)CC)C2)n1 (centres undefined) | 24 | 0.1 | -6 | 0.3
Cn1cc(S(=O)(=O)N2CCN(c3nc4ccccc4n3Cc3ccccc3)CC2)c(=O)n(C)c1=O | 3 | 0.0 | 8 | 0.0
CC(C)CCNC(=O)CCCCCn1c(=S)[nH]c2ccc(Br)cc2c1=O | 8 | -0.1 | 2 | -1.5
CCC(C(=O)Nc1c2c(nn1-c1cccc(Cl)c1)CSC2)c1ccccc1 (centres undefined) | -4 | 0.0 | -7 | 0.7
C[C@]12CCC(=O)C=C1CC[C@@H]1[C@@H]2[C@@H](O)C[C@@]2(C)[C@H]1CC[C@]2(O)C(=O)CO | -7&28 | -0.1&0.2 | . | 0.9&1.3
NC(=O)c1ccccc1NC(=S)NC(=O)c1ccco1 | 5 | -0.1 | -17 | -0.5
CC(=O)NCc1nnc2n1CCN(Cc1ccc(F)cc1F)CC2 | 7 | 0.0 | -10 | -0.8
CC(C)(C)C1CCc2c(sc(NC(=O)C3CC=CCC3C(=O)O)c2C(N)=O)C1 (centres undefined) | 25 | 0.3 | 1 | -0.8
COC(=O)/C(C#N)=C/c1c(Oc2cccc(C)c2)nc2ccccn2c1=O | 2 | 0.1 | 12 | 0.3
Oc1ccc(CCNc2nc(Nc3ccc(C(F)(F)F)cc3)nc3c2ncn3-c2ccsc2)cc1 | 0 | 0.2 | 25 | -1.3
COc1ccc(/C=N/NC(=O)C(=O)N2CCCC2)cc1OC | -3 | -0.1 | -4 | 0.1
CN(C)CCN1CCN(c2nc(-c3cccc(O)c3)cnc2N)CC1 | 0 | -0.1 | 16 | 1.9
CC(=O)c1c(C)[nH]c(C(=O)OCC(=O)Nc2cccc(S(=O)(=O)N3CCCC3)c2)c1C | 6 | -0.1 | 33* | 0.1
O=c1[nH]c2c(cnc3cc(Cc4ccccc4)cc[n+]32)s1 | -7 | -0.2 | 3 | 2.4
CCNC(=S)N/N=C(\C)c1cccc([N+](=O)[O-])c1 | 12 | -0.2 | -7 | -0.6
CS(=O)(=O)c1ccc(CNC(=O)c2ccccc2S(C)(=O)=O)cc1 | 0 | -0.1 | -2 | -1.7
CC(=O)Oc1ccccc1NC(=O)CC1SC(=Nc2ccccc2)NC1=O (centres undefined) | -1 | -0.2 | -5 | 2.9
CSc1ccc(-c2nc3cnccn3c2Nc2ccc3c(c2)OCCO3)cc1 | -17 | 0.0 | 0 | 0.7
O=C(Nc1cccnc1)c1cc2cc(Br)ccc2oc1=O | 1 | 0.1 | 7 | 0.4
CCCCC(=O)Nc1cnc(NC(=O)c2ccccc2)cc1C | 5 | -0.1 | -55 | -2.7
Cc1cc(C)n(CCNC(=O)COc2ccc(N3CCCC3)nn2)n1 | -20 | -0.2 | -6 | -0.5
Cc1ccccc1C(=O)NNC(=O)c1ccc(Cl)cc1Cl | 3 | 0.1 | -44 | -1.3
CCc1nnc(C2CCN(C(=O)c3ccco3)CC2)s1 | 9 | 0.1 | -1 | -0.6
CC(=O)/C=C\c1ccccc1OC(=O)c1cc2ccccc2oc1=O | 14 | 0.4 | 14 | -0.2
CCCCNC(=O)c1ccc(Cn2c(=O)[nH]c3cc(OC)c(OC)cc3c2=O)cc1 | 2 | 0.1 | 7 | 1.8
Cc1cccc(NC(=O)CSc2nc3c(c(=O)n2Cc2ccccc2)SC(C)C3)c1C (centres undefined) | -6 | -0.1 | 11 | -0.8
O=C(Nc1ccon1)c1ccccc1Cl | 2 | 0.0 | 1 | -0.1
Cc1cc(C)cc(N2C(=O)CSC2c2ccccc2Br)c1 (centres undefined) | 2 | 0.0 | 1 | -0.3
CCOc1ccc(C2(c3ccc(O)cc3)CCCCC2)cc1 | 11 | 0.0 | -8 | 1.0
COC(=O)C1=C(C)N(c2ccc(F)cc2)C(=O)/C1=C\c1cccc(OC)c1OC | 6 | -0.2 | -6 | 1.3
CC(=O)NC1=NC(=O)/C(=C\c2ccc(Br)o2)S1 | 77* | -0.1 | -8 | 0.3
CCCNc1c([N+](=O)[O-])cc(C(=O)O)cc1[N+](=O)[O-] | -4 | 0.3 | -12 | 0.9
CN(C)N1C(=O)CC(NNc2ccccc2)C1=O (centres undefined) | -1 | 0.1 | 8 | -1.0
O=C(COc1ccccc1)Nc1nc(-c2ccc(Cl)cc2)cs1 | -1 | 0.6 | -2 | 0.4
CC[C@@H](C(=O)[C@@H](C)[C@@H](O)[C@H](C)[C@@H]1O[C@@H]([C@@H](CC)C(=O)O)CC[C@@H]1C)[C@H]1O[C@]2(C=C[C@@H](O)[C@]3(CC[C@@](C)([C@H]4CC[C@](O)(CC)[C@H](C)O4)O3)O2)[C@H](C)C[C@@H]1C | -4&11&-3 | -0.1&0.1&0.0 | 78*! | 11*!
CCOc1cc(/C=C2/C(=N)N3N=C(Cc4ccccc4)SC3=NC2=O)ccc1OCCOc1ccccc1 | 9 | 0.1 | 6 | 1.6
CS(=O)(=O)c1ccc(-c2csc(NC(=O)c3ccco3)n2)cc1 | 2 | 0.7 | -31 | -1.6
COc1ccc(S(=O)(=O)N2CCN(C3CCCCCC3)CC2)cc1 | 40 | 0.0 | 2 | -0.4
O=C(Nc1cccc(Cl)c1N1CCOCC1)c1cccc([N+](=O)[O-])c1 | -7 | -0.1 | 2 | -1.3
O=C(Nc1nc(-c2ccc(Cl)c(Cl)c2)cs1)c1ccc(F)cc1 | 0 | -0.1 | -3 | 1.5
c1nc(N2CCCCC2)c2c3c(sc2n1)CCC3 | -2 | 0.0 | -13 | 1.6
COc1ccc(/C=N/NC(=O)C(O)c2ccccc2)cc1Cl (centres undefined) | 5 | 0.0 | -13 | 3.1
CCS(=O)(=O)Nc1ccc(-c2nnc(SCCC(=O)Nc3cccc(C)c3)o2)cc1 | 4 | 0.1 | 1 | 2.7
CC(=O)c1ccc(OCC(=O)NCc2ccc(F)cc2)cc1 | -8 | 0.1 | -2 | -0.2
CCN(CC)c1ncnc2sc(C(=O)N3CCN(c4ccccc4)CC3)c(C)c12 | 18 | 0.3 | -7 | -0.5
CC1(O)N(CCOC23CC4CC(CC(C4)C2)C3)C(=O)OC12CCCCC2 (centres undefined) | -9 | 0.0 | -12 | -0.6
CCn1c(SCC(=O)NCC2CCCO2)nnc1-c1ccc(Cl)cc1 (centres undefined) | -3 | 0.0 | -5 | -0.5
Cc1cc(NC(=O)[C@H]2C[C@@H](c3ccco3)NS(=O)(=O)N2C)no1 | -7 | -0.1 | -1 | 0.3
O=C(Cn1cc(NC(=O)CSc2ccccc2)cn1)NCCN1CCCc2ccccc21 | 7 | 0.0 | 7 | 0.0
CCOc1cccc(C(=O)Nc2ccc(NC(=O)c3ccc(Br)cc3)cc2)c1 | 0 | 0.0 | -1 | 0.7
CN(C)c1ccc(/C=C(\NC(=O)c2ccccc2)C(=O)NCCN2CCOCC2)cc1 | -9 | -0.3 | -2 | 1.4
Nc1nc(-c2cccnc2)nn1C(=O)c1ccccc1 | -8 | -0.1 | -5 | 0.2
CCOC(=O)CSc1nc2c(c(=O)n1-c1ccccc1)C(C)(C)Cc1ccccc1-2 | -13 | -0.1 | 0 | -1.6

Going on with the list.
SMILES | MITF primary | FBW7 act | TEAD-YAP inh | GPR151 activ
CC1CN(C2CCCCC2)c2nc3c(c(=O)n(CC(N)=O)c(=O)n3C)n2C1 (centres undefined) | 5 | 0.2 | 8 | -0.6
Cc1ccc2c(C)nc(N3CCCC(C(=O)N4CCCCC4C)C3)nc2c1 (centres undefined) | -22 | 0.4 | 0 | -0.3
Nc1ccc(C(=O)OCC(=O)NC2CCS(=O)(=O)C2)cc1[N+](=O)[O-] (centres undefined) | 10 | 0.0 | 4 | 1.1
CCC(C)c1ccccc1OCC(=O)Nc1cc([N+](=O)[O-])ccc1O (centres undefined) | -18 | 0.0 | 10 | 1.6
CSc1ccc(-c2nc(-c3ccccc3)c(-c3cccs3)[nH]2)cc1 | -9 | -0.1 | 3 | 1.4
COc1cc(/C=C2/C(=N)N3N=C(C(C)C)SC3=NC2=O)cc(Cl)c1OCCOc1ccc(C)cc1C | 15 | 0.3 | -9 | -1.1
Cc1c(NC(=O)CN(c2ccc(Cl)cc2Cl)S(=O)(=O)c2ccccc2)c(=O)n(-c2ccccc2)n1C | -4 | -0.2 | -6 | 0.6
CC(=O)N(C)c1nnc(-c2ccccn2)s1 | 8 | -0.1 | 3 | 7.8*
CC(C)n1cnc2c(NCc3nc4ccccc4[nH]3)nc(-c3ccc(N4CCOCC4)nc3)nc21 | -1 | 0.3 | 70* | -0.8
O=C(CCCn1c(=S)[nH]c2cc3c(cc2c1=O)OCO3)N1CCN(c2ccc(F)cc2)CC1 | 12 | 1.0 | 6 | -0.6
Cc1cccnc1NS(=O)(=O)c1ccc2[nH]c3c(c2c1)CCCC3 | -2 | 0.1 | 1 | 0.5
CC(C)(C)NC(=O)CC(c1ccccc1)c1ccccc1O (centres undefined) | -5 | -0.1 | 5 | 1.3
CCN1CCN(C(=O)CSc2ccsc2[N+](=O)[O-])CC1 | 5 | -0.2 | -5 | 2.6
Cc1cccc(NC(=O)CSc2ccc(-c3ccco3)nn2)c1 | 9 | -0.1 | -3 | -0.4
Cc1ccc(C(=O)COC(=O)c2ccc3c(c2)C(=O)N(c2cccc(C)c2)C3=O)cc1 | -3 | -0.1 | -4 | 0.1
Cc1ccc(C)c(CN2CCN3C(=O)[C@H](CO)NC(=O)[C@H]3C2)c1 | -11 | -0.4 | 1 | -0.1
CCC(O)CNc1nncc(-c2cccc(C(F)(F)F)c2)n1 (centres undefined) | 11 | 0.1 | -10 | 1.3
COc1ccc(S(=O)(=O)N2CCCCC2)cc1C | 0 | 0.3 | 1 | 2.0
CN(C)C1(c2nnnn2CCOC(=O)Nc2cccc3ccccc23)CCCC1 | -4 | -0.2 | -9 | -1.7
COc1ccc(Cl)cc1-c1ccc(/C=N/N2C(=O)C3C4C=CC(C4)C3C2=O)o1 (centres undefined) | 8 | -0.2 | -4 | 1.9
CC(C)(C)N1C(=O)C2C(C(=O)Nc3ccc(Br)cc3)C3C=CC2(O3)C1C(=O)NC1CCCCC1 (centres undefined) | 6 | -0.1 | 9 | -0.4
COc1ccccc1NC(=O)Cn1cnc2sc(C(=O)Nc3ccc4c(c3)OCCO4)c(C)c2c1=O | 28 | -0.1 | -12 | -0.4
CCc1ccc(/C=N/NC(=O)CSc2nc(C)cc(C)n2)cc1 | 8 | 0.1 | -7 | -0.4
COc1ccccc1C(=O)N/N=C(/C)c1ccc(C(C)C)cc1 | 1 | 0.2 | -22 | 0.1

A portion from the list above, as a working copy:
SMILES | MITF primary | FBW7 act | TEAD-YAP inh | GPR151 activ
O=C(CCCn1c(=S)[nH]c2cc3c(cc2c1=O)OCO3)N1CCN(c2ccc(F)cc2)CC1 | 12 | 1.0 | 6 | -0.6
Cc1cccnc1NS(=O)(=O)c1ccc2[nH]c3c(c2c1)CCCC3 | -2 | 0.1 | 1 | 0.5
CC(C)(C)NC(=O)CC(c1ccccc1)c1ccccc1O (centres undefined) | -5 | -0.1 | 5 | 1.3
CCN1CCN(C(=O)CSc2ccsc2[N+](=O)[O-])CC1 | 5 | -0.2 | -5 | 2.6
Cc1cccc(NC(=O)CSc2ccc(-c3ccco3)nn2)c1 | 9 | -0.1 | -3 | -0.4
Cc1ccc(C(=O)COC(=O)c2ccc3c(c2)C(=O)N(c2cccc(C)c2)C3=O)cc1 | -3 | -0.1 | -4 | 0.1
Cc1ccc(C)c(CN2CCN3C(=O)[C@H](CO)NC(=O)[C@H]3C2)c1 | -11 | -0.4 | 1 | -0.1
CCC(O)CNc1nncc(-c2cccc(C(F)(F)F)c2)n1 (centres undefined) | 11 | 0.1 | -10 | 1.3
COc1ccc(S(=O)(=O)N2CCCCC2)cc1C | 0 | 0.3 | 1 | 2.0
CN(C)C1(c2nnnn2CCOC(=O)Nc2cccc3ccccc23)CCCC1 | -4 | -0.2 | -9 | -1.7
COc1ccc(Cl)cc1-c1ccc(/C=N/N2C(=O)C3C4C=CC(C4)C3C2=O)o1 (centres undefined) | 8 | -0.2 | -4 | 1.9
CC(C)(C)N1C(=O)C2C(C(=O)Nc3ccc(Br)cc3)C3C=CC2(O3)C1C(=O)NC1CCCCC1 (centres undefined) | 6 | -0.1 | 9 | -0.4
